FN deposition inh – inhibitors of fibronectin matrix deposition, primary screen, AH1F cells, Alexa488-fibronectin fluorescence, plate reader. AH1F fibroblasts, overnight. inhibition, % at 12.6 µM. 0.086% of 350,000 active;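 active = mean inhibition across replicates of 30% or more, regardless of how many single replicates reach that level; inconclusive = mean under 30% yet at least half of replicates reach 30%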;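 note: positive control wells lacked labelled fibronectin entirely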
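test system = AH1F fibroblasts assembling fluorescent fibronectin matrix | quantity = 10000 AH1F cells per well | buffer or medium = DMEM plus 2% serum, read in PBS | doses = single dose, pinned | incubation = 1 h cell attachment, overnight exposure to compound and label | detection = fluorescence at 485 nm excitation, 525 nm emission | read-out basis = inhibition from reduced deposited-fibronectin fluorescence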
LGR2 inh – inhibitors of bursicon-induced LGR2 CRE-luciferase signal, primary screen, cell-based, HEK293, CRE-luciferase reporter, bursicon stimulation. inhibition, % at 9.99 µM. AID 720647, 2013. bursicon-stimulated, 4 h. Drosophila bursicon receptor LGR2 (rickets). 0.35% of 380,000 active;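 active = drop in luminescence signal, shown as inhibition above about 50% in the replicate tests, limit read from the data, passing the limit was not always enough; inconclusive = probably only some replicates passing the limit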;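 note: agonist challenge used bursicon conditioned medium at about half maximal strength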
Casp6 inh – human caspase-6 inhibitors, primary screen, biochemical, VEID-R110 fluorescence, single point, set 2 | purified caspase-6, Z-VEID-R110 cleavage fluorescence | inhibition, % at 12.5 µM | 0.53% of 350,000 active | AID 686996, 2013;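 active = mean inhibition across replicates at least about 35%, with every replicate also reaching that limit, limit read from the data; inconclusive = only one of the two criteria met; inactive = neither criterion met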;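 note: 0% = median of neutral control wells and 100% = no fluorescence left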
Target sequence (P55212 24-179 limits assumed): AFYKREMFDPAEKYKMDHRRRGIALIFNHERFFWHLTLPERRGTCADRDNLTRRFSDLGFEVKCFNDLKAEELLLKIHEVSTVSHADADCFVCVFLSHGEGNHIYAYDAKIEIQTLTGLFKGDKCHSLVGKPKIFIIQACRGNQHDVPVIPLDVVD
Target sequence (P55212 194-293 limits assumed): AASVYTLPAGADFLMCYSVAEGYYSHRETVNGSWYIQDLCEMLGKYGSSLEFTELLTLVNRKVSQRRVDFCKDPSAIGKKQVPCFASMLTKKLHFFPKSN
PGC1a acetyl inh – inhibitors of PGC1a acetylation signal, primary screen, cell-based, U2OS, AlphaScreen, inhibitor mode | AID 651687, 2012 | 0.17% of 350,000 active | inhibition, % at 15.6 µM | AlphaScreen anti-acetyl-lysine; with virally co-expressed GCN5 acetyltransferase;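 active = every replicate shows inhibition of at least 40%; inconclusive = mean inhibition at least 40% but some replicate below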;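 note: 0% = neutral control wells and 100% = positive control wells; some results beyond the cut were filed as inactive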
PAX8 reporter – inhibitors of PAX8-driven TPO luciferase reporter, primary screen, RMG-I cells, single concentration | SteadyGlo, 24 h | inhibition, % at 12.6 µM | 1.2% of 360,000 active | AID 652154, 2013;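 active = mean replicate inhibition at least 60% with every replicate also reaching 60%; inconclusive = only one of the two criteria is met; inactive = mean below 60% and not all replicates reaching 60%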;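 note: luciferase light reporting Pax8 driven TPO promoter activity; plate controls were median of neutral control wells for no effect and mitoxantrone controls for full effect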
Cneo AK release – Cryptococcus neoformans cell lysis inducers, primary screen, AK release luminescence, single concentration; C. neoformans lysis, adenylate kinase release luminescence, 4 h; normalised: neutral wells 0, clomiphene wells 100; lysis activity, % at 15 µM; 0.2% of 360,000 active; AID 651654, 2012;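 active = mean lysis activity across replicates of at least 80%, whatever share of replicates individually reach that level; inactive = mean lysis activity below 80%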
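Material – Cryptococcus neoformans yeast cells · Quantity – 5 × 10^6 yeast cells/mL · Buffer or medium – YPD medium · Compound – single dose · Timing – 4 h static compound exposure, 37 °C, read 1 h post-reagent · Signal – adenylate kinase release luminescence · Read-out basis – lysis from increased AK signal · Benchmarks – Clomiphene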
miR-122 sensor – miR-122 Renilla sensor signal increase in Huh7, primary screen, miR-122 inhibitor project, cell-based, single point, plate reader; Huh7 miR-122 Renilla luciferase sensor, 48 h; neutral wells = 0, positive control = 100; activation (reporter increase), % at 12.5 µM; 0.3% of 340,000 active;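 active = mean replicate activation score at least 90 and every replicate individually at or above 90; inconclusive = only one of the two criteria met; inactive = neither criterion met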;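 note: higher luciferase means less miR-122 activity so hits act as miR-122 inhibitors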
EWS-Fli inh – EWS/Fli-driven NR0B1 reporter inhibitors, primary screen, A673 cells, NR0B1 luciferase, luminescence, MLPCN library. viability-normalised. 0.67% of 350,000 active. inhibition, % at 12.6 µM;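 active = mean inhibition of at least 50% after viability correction, with every replicate also passing that limit; inconclusive = mean reaches 50% but only one of two replicates passes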;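 note: firefly luciferase signal divided by Alamar Blue viability fluorescence both relative to DMSO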
* = called active by the depositor; u = inconclusive; x = no result given; & = joins results of further samples; [ ] = dose if it differs, or a comment.

SMILES	FN deposition inh	LGR2 inh	Casp6 inh	PGC1a acetyl inh	PAX8 reporter	Cneo AK release	miR-122 sensor	EWS-Fli inh
Cc1ccc(S(=O)(=O)Nc2ccc3c(c2)C(=O)N([C@H](C)CO)C[C@H](C)[C@H](CN(C)CC2CCCCC2)OCCCC[C@H](C)O3)cc1	x	11	0	-10	8	-11	-13[16.7 µM]	1
C[C@@H]1NC(=O)[C@@]2(C)[C@@H](c3ccccc3)[C@H]3COc4ccc(Cl)cc4[C@@H]3N2C1=O	10	-4	0	x	11	0	x	-8
C[C@@H]1CN([C@H](C)CO)C(=O)c2cc(NC(=O)Nc3ccc4c(c3)OCO4)ccc2O[C@@H](C)CCCCO[C@@H]1CN(C)S(=O)(=O)c1cccs1	x	-2	-2	-4	-1	-1	-3[16.7 µM]	4
O=S(=O)(c1ccccc1)N1CCN(Cc2ccccc2)CC1	2	-5	-5	x	-6	-1	x	1
COc1ccc(C2C(C#N)=C(N)N(c3ncn[nH]3)C3=C2C(=O)CCC3)cc1 (stereo unspecified)	-3	8	2	1	11	x	x	3
CCOC(=O)c1ccc(N2C(=O)CC(Sc3ncccn3)C2=O)cc1 (stereo unspecified)	12	8	1	4	2	0	-4	15
Cc1cccc(C)c1NC(=O)CNC(=O)C(C)N1CCN(c2cccc(Cl)c2)CC1 (stereo unspecified)	-1	6	-2	-11	2	-1	x	0
Cc1ccccc1NCc1nc2ccccc2n1C	5	-21	-2	1	-97	-2	2	-47
Cc1ccc(NC(=S)N(CCCN2CCC(C)CC2)Cc2ccco2)cc1	0	-32	-4	38	-14	3	-6	8
CCCNC(=O)N1CCCC(C(=O)c2cccc(Cl)c2)C1 (stereo unspecified)	-14	4	-1	x	0	-1	-4	27
O/N=C/c1cc(Br)ccc1OCc1cccc(F)c1	8	x	x	-5	-49	0	1	x
O=C(CSc1nnc(COc2ccccc2Cl)o1)NC(=O)NCc1ccco1	1	-9	4	16	12	x	x	2
COc1ccc(/C=N/NC(=O)c2ccc(NC(=O)c3cccc([N+](=O)[O-])c3)cc2)c(C(=O)O)c1OC	-7	23	27	x	10	-3	x	-1
CCCNC(=O)N(C)C[C@@H]1Oc2cc(C#CC3CC3)ccc2S(=O)(=O)N([C@@H](C)CO)C[C@@H]1C	x	1	2	-33	x	-4	3[16.7 µM]	-10
CCCCC(O)(c1ccc(CC)cc1)C(CN1CCOCC1)c1ccccc1 (stereo unspecified)	10	7	-1	-4	9	10	4	27
CN1CCC(N(C)C(=O)/C(C#N)=C\c2ccc(OC(F)F)cc2)CC1	-3	16	-11	x	-12	x	x	5
CCN1CCN(Cc2ccc(NC(=O)c3cc(NC(=O)C(=O)c4c[nH]c5ccccc45)cc(OC)c3)cc2C(F)(F)F)CC1	2	-23	-10	x	95*	0&-14	-15	54*
c1ccc2c(c1)Cn1nnnc1-2	x	-2	-1	-6	x	0	1	-5
CN(CC(=O)Nc1cccc(F)c1)C(=O)C1CCN(C(=O)c2ccc(Cl)cc2)CC1	-17	-2	-112	-2	1	-1	-5	0
COc1cc(S(=O)(=O)n2ccc(C)n2)ccc1Cl	-2	-33	0	20	-22	3	-2	6
COc1cccc(-c2ccc(C3[C@H]4CNC[C@@H]3N4CC3CCOCC3)cc2)c1 (stereo partly specified)	-2&1	-16&-3	-6&-11	-7&3	-76&6	x	x	-25&-5
O=S(=O)(NCC(c1ccccc1)N1CCNCC1)c1ccc(Cl)cc1 (stereo unspecified)	3	x	x	-15	-2	4	-2	x
O=C(COC(=O)c1cc(Cl)ccc1O)NCC1CCCO1 (stereo unspecified)	2	-4	1	-21	-1	-2	-9	3
O=C(C[C@H]1C[C@H]2c3cc(NC(=O)Nc4ccccc4)ccc3O[C@H]2[C@H](CO)O1)NCc1ccccc1	-19	-4	-2	-1	-10	0	-2[16.7 µM]	-8
COc1ccc(S(=O)(=O)Nc2ccc3c(c2)C(=O)N([C@H](C)CO)C[C@@H](C)[C@@H](CN(C)Cc2ccc(Cl)c(Cl)c2)OCCCC[C@H](C)O3)cc1	x	-13	1	5	51	x	x	-1
CCCCC(CC)COC(=O)C(C#N)=C(c1ccccc1)c1ccccc1 (stereo unspecified)	x	-8	-2	-6	x	-1	1	4
N#C[C@H]1[C@H](c2ccc(C#Cc3ccccc3F)cc2)[C@@H](CO)N1C(=O)C1CCOCC1	-5	43	3	-7	75*	0	x	67*
CC(Nc1ccc(S(=O)(=O)N2CCN(C)CC2)cc1[N+](=O)[O-])c1ccccc1 (stereo unspecified)	6	-20	5	16	-14	-2	0	0
Cc1ccc(Cc2c(-c3ccccc3)nc3c(Cl)cc(C(F)(F)F)cn23)cc1	-7	-7	0	-3	22	-1	-7	-1
Cc1noc(C)c1S(=O)(=O)N(C)C[C@H]1Oc2ccc(NC(=O)Nc3ccccc3)cc2CC(=O)N([C@H](C)CO)C[C@@H]1C	x	13	x	11	u	x	-6[16.7 µM]	-2
O=C(CSc1nnc(-c2cccs2)o1)OC1CCCCC1	6	x	x	4	x	2	-5	x
Cc1nn(-c2ccccc2)c(C)c1NC(=O)COc1ccccc1C#N	-86	-4	1	x	8	1	0	-2
CC1CCCCC12NC(=O)N(CC(=O)NCCc1ccc(F)cc1)C2=O (stereo unspecified)	-16	-11	-2	-3	-5	2	-7	-7
COc1ccc(NC(=O)CSc2ccc3c(c2)OCCO3)cc1	0	-2	2	-10	x	0	x	5
COCC(C)n1c(SCc2cc(=O)n3cc(C)ccc3n2)nc2ccccc2c1=O (stereo unspecified)	x	-8	x	4	17	-1	-4	-42
COC(=O)C(C)N(C#N)c1nc(C)nc(C)n1 (stereo unspecified)	x	5	-2	-1	x	2	-2	1
Cc1ccc(OC(=O)N(C)C[C@@H]2OCc3ccccc3-c3ccccc3C(=O)N([C@H](C)CO)C[C@@H]2C)cc1	20	6	2	2	x	-1	x	3
Cc1ccnc(S(=O)(=O)Cc2ccc([N+](=O)[O-])cc2)n1	5	0	10	-11	-5	1	x	-2
CN(C)c1ccc(C(CNC(=O)c2ccco2)N2CCCC2)cc1 (stereo unspecified)	8	-13	-1	2	-74	5	-8	-54
Cc1ccccc1Cn1cc(NC(=O)CSc2nc3c(c(C(F)(F)F)n2)CCc2ccccc2-3)cn1	1	20	x	-13	x	x	0	x
C[N+](C)(C)c1ccc(/C=N/Nc2nc(Cl)c(C#N)c(Cl)c2Cl)cc1	-3	-9	x	x	-4	x	x	20
O=C(Cn1c2ccc(F)cc2c2nc3n(c(=O)c21)CCS3)NC1CCCC1	5	24	52*	-7	-4	2	-8	-7
C[C@H]1CN([C@@H](C)CO)C(=O)Cc2cc(NS(=O)(=O)c3ccccc3)ccc2O[C@H]1CN(C)CC1CCCCC1	x	-7	4	x	6	-1	13[16.7 µM]	27
C[C@H]1CN([C@@H](C)CO)C(=O)CCCn2nncc2CO[C@@H]1CN(C)C(=O)Nc1ccc(F)cc1	1	-15	2	3	-7	-2	-4[16.7 µM]	2
COc1ccc(O)c(CN2CCCC(N3CCc4ccccc4C3)C2)c1 (stereo unspecified)	-4	23	-4	8	17	2	0	5
Cc1ccc(N(C(=O)c2csnn2)C(C(=O)NC(C)(C)C)c2cccnc2)cc1 (stereo unspecified)	-1	9	-1	-6	10	x	-4	-1
Cc1ccc(-n2nc(C(=O)O)c(O)cc2=O)cc1	-19	8	-1	0	6	x	-10	-10
OCCNc1nc(N2CCCCC2)nc2ccccc12	-2	10	-3	67*	-7	0	1	-2

4 of the compounds above, bar-delimited:
SMILES | FN deposition inh | LGR2 inh | Casp6 inh | PGC1a acetyl inh | PAX8 reporter | Cneo AK release | miR-122 sensor | EWS-Fli inh
C[N+](C)(C)c1ccc(/C=N/Nc2nc(Cl)c(C#N)c(Cl)c2Cl)cc1 | -3 | -9 | x | x | -4 | x | x | 20
O=C(Cn1c2ccc(F)cc2c2nc3n(c(=O)c21)CCS3)NC1CCCC1 | 5 | 24 | 52* | -7 | -4 | 2 | -8 | -7
C[C@H]1CN([C@@H](C)CO)C(=O)Cc2cc(NS(=O)(=O)c3ccccc3)ccc2O[C@H]1CN(C)CC1CCCCC1 | x | -7 | 4 | x | 6 | -1 | 13[16.7 µM] | 27
C[C@H]1CN([C@@H](C)CO)C(=O)CCCn2nncc2CO[C@@H]1CN(C)C(=O)Nc1ccc(F)cc1 | 1 | -15 | 2 | 3 | -7 | -2 | -4[16.7 µM] | 2

Going on with the list:
SMILES	FN deposition inh	LGR2 inh	Casp6 inh	PGC1a acetyl inh	PAX8 reporter	Cneo AK release	miR-122 sensor	EWS-Fli inh
COc1ccc(C)cc1NC(=O)CSc1nnc2ccc(-c3ccncc3)nn12	13	3	4	x	12	2	x	8
COc1ccc(CNC(=O)c2cc3c(c(-c4cccc(-c5cccc(C#N)c5)c4)n2)[C@H](CCO)N([S@@](=O)C(C)(C)C)C3)cc1	12	-24	-2	-16	19	7	x	13
COc1ccc(CN(CCO)CCO)cc1[N+](=O)[O-]	x	2	-1	x	5	x	x	4
C[C@H](CO)N1C[C@H](C)[C@H](CN(C)S(=O)(=O)c2cccs2)OCCCC[C@H](C)Oc2ccc(NC(=O)CCC(F)(F)F)cc2C1=O	x	-1	1	9	14	3	-7[16.7 µM]	5
N#C[C@@H]1[C@H](c2ccc(C#CCC3CCCC3)cc2)[C@@H](CO)N1C(=O)CN1CCOCC1	-5	-7	1	4	-51	1	x	-15
O=C(NCc1ccccn1)C(=O)NN=C1CCCCCCCCCCC1	x	-10	1	x	-3	4	-7	1
CNC[C@@H]1Oc2ccc(NS(=O)(=O)c3c(C)noc3C)cc2CC(=O)N([C@H](C)CO)C[C@@H]1C	-8	3	0	7	-7	-3	4[16.7 µM]	-2
CN1CCN(c2nc(-c3ccc(Br)cc3)nnc2-c2ccccc2)CC1	-6	x	x	2	-24	0	12	x
CO[C@H]1CN(C)C(=O)c2cc(NC(=O)c3ccccc3)ccc2OC[C@@H](C)N(C(C)=O)C[C@H]1C	12	-5	x	8	x	-4	-2[16.7 µM]	1
CCCc1nnc(SCC(=O)Nc2ccccc2F)o1	3	-1	-3	x	-38	-1	0	-4
Cc1c(NC(=O)c2ccc(Br)o2)cccc1C(=O)O	x	-5	-1	5	x	0	-11	-21
CCOC(=O)[C@]12CCC=C1N(Cc1ccc(Cl)cc1Cl)C(=O)[C@H](CC(=O)NCc1ccc(OC)c(OC)c1)C2	2	5	1	x	40	x	x	22
CNC[C@@H]1Oc2ccc(NC(=O)Nc3ccc(OC)cc3)cc2CC(=O)N([C@@H](C)CO)C[C@H]1C	x	3	0	-6	-23	8	4[16.7 µM]	-6
CC(C)NC(=O)N(C)C[C@H]1Oc2cc(C#C[C@H](C)O)ccc2S(=O)(=O)N([C@@H](C)CO)C[C@@H]1C	0	0	3	7	-21	2	8[16.7 µM]	-8
COc1cc(NC(=O)c2cc(-c3ccc(C)cc3)on2)cc(OC)c1OC	6	0	4	4	22	0	-2	0
NNc1nc2sc3c(c2c(=O)[nH]1)CCc1ccccc1-3	x	12	15	x	8	x	x	5
